PfHsp40 rescue – rescue of yeast from PfHsp40 toxicity, primary screen, S. cerevisiae, ATP luminescence; actives 0.68% (n = 340,000); growth rescue, % at 12.5 µM; S. cerevisiae expressing PfHsp40, growth rescue; in the data active means growth rescue above about 28%, passing the limit was not always enough;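 further: yeast W303a lacking pdr1 and pdr3 grown in galactose medium; growth measured after three days at 30 °C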
Anthrax LF prot – Bacillus anthracis LF protease inhibitors, primary screen, biochemical, multiplex microsphere, MLPCN library. Lethal factor (Bacillus anthracis), P15917. multiplex microsphere protease cleavage assay. inhibition, % at 10 µM. actives 0.12% (n = 360,000). AID 588501, 2011; in the data active means inhibition above about 30%; further: plate controls were buffer without enzyme for full effect and enzyme alone for no effect
Rv3671c protease – Rv3671c serine protease inhibitors, primary screen, biochemical, fluorescence polarization, M. tuberculosis H37Rv; inhibition, % at 5.96 µM; AID 2606, 2010; P9WHR9; actives 0.048% (n = 320,000); in the data active means inhibition above about 38%;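 further: extracellular domain of Rv3671c used as enzyme; 0% = enzyme with DMSO and 100% = no enzyme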
MazF activator – activators of E. coli MazEF toxin-antitoxin RNase, primary screen, biochemical, fluorescence, uHTS; FAM/BHQ RNA-DNA oligo cleavage fluorescence, 5 h; activation, % at 20 µM; actives 0.32% (n = 350,000); Endoribonuclease toxin MazF (Escherichia coli (strain K12)), P0AE70; in the data active means activation above about 50%
3CLpro inhibitor – SARS-CoV 3CLpro protease inhibitors, primary screen, biochemical, quenched FRET. Replicase polyprotein 1ab (Severe acute respiratory syndrome coronavirus), P0C6X7. recombinant SARS-CoV 3CLpro, quenched FRET peptide cleavage. actives 0.14% (n = 290,000). inhibition, % at 6 µM; in the data active means inhibition above about 12%
Vc quorum ag – inducers of Vibrio cholerae quorum light production without autoinducers, primary screen, BH1578 luxS cqsA deficient, single point. V. cholerae BH1578 lux reporter, luminescence, 6 h. activation, % at 18.7 µM. actives 0.16% (n = 350,000); in the data active means activation mostly above about 9.7%, no sharp cut-off; further: not every result past the cut was called active; inactives centre near 0; reference of the scale not given here
PriA SSB inh – inhibitors of Klebsiella pneumoniae PriA binding to SSB C-terminal tail, primary screen, biochemical, AlphaScreen; inhibition, % at 33 µM; AID 1272365, 2023; actives 0.6% (n = 430,000); PriA–SSB C-terminal tail interaction (Klebsiella pneumoniae); AlphaScreen SSBct-PriA binding, biotinylated peptide; in the data active means inhibition mostly above about 37%, no sharp cut-off; inactive means mostly below about 20%;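 further: plate controls were negative control peptide for no effect and reference peptide for full effect; strong numbers were not always called active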
VHR inh abs – VHR1 phosphatase inhibitors, primary screen, biochemical, absorbance, uHTS. inhibition, % at 13.3 µM. recombinant VHR phosphatase, pNPP absorbance. actives 0.52% (n = 290,000). Dual specificity protein phosphatase 3 (Homo sapiens), P51452; in the data active means inhibition above about 50%; further: some compounds called inactive have numbers as strong as hits
TcdB inh – TcdB glycohydrolase inhibitors, primary screen, biochemical, single point, plate reader. Toxin B (Clostridioides difficile), P18177. TcdB glycohydrolase enzymatic assay. inhibition, % at 9.99 µM. actives 0.24% (n = 350,000); in the data active means inhibition above about 10%
Yp Topo-I inh – Yersinia pestis topoisomerase I inhibitors, primary screen, biochemical, cleavage product accumulation, plate reader, single point; activity, % at 10 µM; AID 504884, 2011; actives 0.064% (n = 360,000); Y. pestis Topo-I cleavage product accumulation; in the data active means activity above about 50%, passing the limit was not always enough; further: inactives centre near 2
Starred values were filed as active, the others as inactive; i = inactive; nt = not tested or not shown. This is a subset (hit frequency here may not be typical).

Every second line gives: PfHsp40 rescue	Anthrax LF prot	Rv3671c protease	MazF activator	3CLpro inhibitor	Vc quorum ag	PriA SSB inh	VHR inh abs	TcdB inh	Yp Topo-I inh
Cc1cccc(CSc2nnc(-c3cccs3)n2Cc2ccco2)c1
 : 4.7	-2	5	1	-1	-0.5	8	31	nt	5
O=C1CC2CS(=O)(=O)CC2N1c1ccc(Cl)cc1Cl (stereo unspecified)
 : 2.0	6	3	4	2	-0.4	-19	18	nt	-2
O=C(CNC(=O)c1cc(S(=O)(=O)N2CCCCC2)ccc1N1CCOCC1)Nc1ccc(F)c(F)c1
 : -0.9	3	-4	-37	nt	1.6	2	nt	3.2	9
Cc1ccc(CSCCNS(=O)(=O)c2ccc([N+](=O)[O-])cc2)cc1
 : -0.4	-3	-5	2	2	i	19	4	-0.5	24
CC1(C)CC(=O)C2=C(C1)OC1=C(C(=O)CC(C)(C)C1)C2c1ccc(O)cc1O
 : -1.6	-1	2	-833	0	-0.6	-2	32	nt	16
CC(C)[C@H](NC(=O)[C@@H]1Cc2ccccc2CN1)C(=O)NC1CCCCC1
 : 0.1	-3	1	2	1	i	-9	-2	0.2	-8
CCCC1NC(=O)c2cccnc2-n2c1nc1ccc(Br)cc1c2=O (stereo unspecified)
 : nt	-1	nt	8	nt	-0.4	nt	nt	-0.7	10
Cc1ccc(CN(c2ccc(C(=O)N3CCCC3)cc2)S(C)(=O)=O)cc1
 : 0.0	0	6	6	0	-0.2	-11	-2	nt	10
Cc1ccc(S(=O)(=O)N2CCOCC2)cc1NC(=O)CSc1nnc(COc2ccccc2F)n1N
 : 0.4	-7	nt	-6	nt	i	-6	nt	0.6	12
CCCCn1c(SCC(=O)Nc2cc(C)on2)nnc1-c1ccncc1
 : -1.0	-3	-4	11	0	i	-16	34	1.1	2
Cc1cccc2cc(-c3nc4c(C)cccn4c3NCc3ccco3)c(=O)[nH]c12
 : 0.7	2	2	-13	-1	-5.9	14	17	nt	0
COc1ccc(CC(=O)OCC(=O)N2c3ccccc3CC2C)cc1OC (stereo unspecified)
 : nt	0	nt	1	nt	-0.5	nt	nt	-0.3	5
Cc1ccc(C(CC(=O)NCc2ccco2)c2ccccc2)c(O)c1 (stereo unspecified)
 : 2.6	-4	-5	-5	0	-0.5	17	12	0.9	-12
CCCCn1c(N)c(N(CC(C)C)C(=O)COC(=O)Cc2c(C)nc3ccccc3c2C)c(=O)[nH]c1=O
 : 0.2	1	-2	5	-1	i	3	-9	7.4	11
CSc1ccccc1NC(=O)CN(c1cccc(C)c1)S(C)(=O)=O
 : 0.3	1	-6	-7	0	-0.2	-1	-1	-2.4	2
Cc1ccc(NC(=O)CCNS(=O)(=O)c2ccc(Br)s2)cc1
 : 0.0	0	-12	-16	-1	-0.3	-16	10	1.5	1
CCOC(=O)C1=C(COC(=O)CCc2ccc(CC)cc2)NC(=O)NC1C (stereo unspecified)
 : 2.1	-6	-11	6	nt	-0.3	-7	nt	1.3	7
CCC(OC(=O)c1ccco1)C(=O)NCc1ccco1 (stereo unspecified)
 : -1.8	2	6	-4	1	-0.2	-6	10	nt	1
Cc1cc2c(c(=O)n1Cc1ccco1)C(c1cccnc1)C(C#N)=C(N)O2 (stereo unspecified)
 : -0.2	-7	2	-8	-4	-1.2	-13	-18	nt	-1
CCCn1c(-c2cccs2)nc2c1c(=O)[nH]c(=O)n2Cc1ccccc1
 : -0.6	4	-6	83*	-3	-2.0	-10	6	1.5	13
OCC[C@H]1NCc2cc(CO)cc(-c3ccccc3)c21
 : 0.3	-3	nt	-26	nt	1.1	-6	nt	-5.9	26
Cc1c(C(=O)NC(=S)Nc2cccnc2)cccc1[N+](=O)[O-]
 : 0.4	-1	0	0	-6	i	-10	-3	2.0	4
COc1ccc(Cc2noc(CN3CCN(c4ccc(Cl)cn4)CC3)n2)cc1OC
 : 3.1	0	1	-10	0	i	-1	5	1.5	18
C=CCOc1cc(OC)c(OC)c(OC)c1
 : -0.8	-4	11	2	4	i	-7	7	-1.1	6
O=c1[nH]ncc(N/N=C/c2ccccc2)c1Cl
 : -1.6	2	3	6	-7	-4.2	nt	13	nt	3
Cc1nc2c(C#N)cnn2c2c1CCNN2C
 : 0.0	-4	1	-12	2	-0.5	9	17	1.7	1
Cn1c(SCC(=O)c2cccs2)nnc1-c1ccco1
 : -0.9	-2	-1	-8	-3	i	-1	12	0.0	4
NC(=O)CSc1ccc(Br)cc1
 : 0.4	-4	-1	1	-6	-2.2	-7	-8	nt	3
Cc1c(Cl)cccc1NC(=O)CC1Sc2ccccc2NC1=O (stereo unspecified)
 : -1.2	-4	1	-17	2	i	-2	22	1.2	1
O=[N+]([O-])c1cc(C(F)(F)F)ccc1Cl
 : -1.1	-6	4	3	nt	-0.3	11	nt	0.4	-1

Next part:
Every second line gives: PfHsp40 rescue	Anthrax LF prot	Rv3671c protease	MazF activator	3CLpro inhibitor	Vc quorum ag	PriA SSB inh	VHR inh abs	TcdB inh	Yp Topo-I inh
CCOc1cccc(/C=N/Nc2ccc(S(=O)(=O)N(CC)CC)cn2)c1O
 : 0.4	0	6	8	1	-0.3	nt	-2	0.1	1
Cn1c(=O)c2c(nc(NCCNC(=O)c3ccco3)n2Cc2ccccc2Cl)n(C)c1=O
 : -2.3	-5	0	2	2	nt	-17	46	nt	1
CC(=O)N1CCN=C1SCc1ccc(Cl)cc1
 : 5.0	-5	0	11	0	-0.5	-9	11	-0.2	4
CN(C)CCOCCP(=O)(c1ccccc1)c1ccccc1
 : 0.6	2	5	6	-1	i	-1	20	nt	5
CCCOc1ccc(C(=O)Nc2cccnc2)cc1
 : -1.6	-12	3	6	1	0.4	-25	11	0.7	1
C/C(=N/OC(=O)c1ccc(C)cc1)c1cccs1
 : -1.2	0	4	0	1	-0.7	nt	-4	nt	11
CSc1nc(=O)n2cccc(C)c2n1
 : -0.9	-1	3	1	-4	i	-1	-4	nt	1
COc1ccc(OC)c(Nc2ccc(Nc3cc(OC)ccc3OC)nn2)c1
 : 0.6	-5	2	5	3	-0.2	22	-9	-15	-10
Cc1nn(-c2cc(C)c3ccccc3n2)c2c1C1C(C2)C1(C)C (stereo unspecified)
 : 0.3	0	-1	0	-2	i	-9	9	nt	-1
CCCCCCN1CC(=O)N2Cc3[nH]c4ccccc4c3C[C@H]2C1=O
 : 0.3	-1	0	4	3	0.8	12	61	1.3	-2
CC(C)N(Cc1ccccc1)C(=O)COC(=O)c1ccc(S(=O)(=O)N2CCOCC2)cc1
 : -0.8	-2	0	-1	nt	i	-9	nt	0.7	3
Cc1nn(-c2ccccc2)c(-c2ccccc2[N+](=O)[O-])c1C(=O)O
 : -0.2	nt	7	-1	2	-0.4	-5	32	8.1	-6
O=c1/c(=C/c2ccc([N+](=O)[O-])cc2)sc2n1CCCN=2
 : 0.5	-2	2	8	-1	i	nt	24	nt	-13
CCn1nc(C)c(Br)c1-c1nc(-c2cccc(C)c2)no1
 : nt	nt	-3	-7	0	i	-9	29	0.1	-2
Cc1cccc2sc(NS(C)(=O)=O)nc12
 : 0.4	3	5	3	-3	0.2	-4	-15	-0.6	0
COc1cc(C(=O)N/N=C(\C)Cn2nc([N+](=O)[O-])cc2C)ccc1O
 : -1.9	1	-6	-2	-2	i	nt	-7	nt	5
Cc1ccc(/C=N/NC(=O)CNC(=O)Cc2ccccc2)o1
 : -0.2	0	-6	5	-3	i	nt	13	0.3	1
COc1cc(/C=C2/C(=O)N(c3ccc(Br)cc3)N=C2C)cc(OC)c1OC
 : 1.4	-10	nt	1	-1	i	-6	21	1.0	4
CC(C)c1ccc(OCC(=O)NC2CCCC2)cc1
 : 0.8	-1	-6	-3	-5	nt	-19	-2	0.5	8
CC(C)N1CCc2c(sc(NC(=O)c3nc4ccccc4s3)c2C(N)=O)C1
 : 1.6	-4	-6	3	-6	0.2	-4	23	0.5	18
COc1ccccc1N1CCN(C2CC(=O)N(c3ccc(Cl)cc3)C2=O)CC1 (stereo unspecified)
 : -1.6	0	-3	3	2	i	3	12	0.1	-11
O=C(NCc1cccnc1)NC1(c2ccccc2)CC1
 : 0.5	-7	-6	7	1	-0.2	-13	17	0.4	2
COC(=O)c1cccc(NC(=O)c2onc3c2CCCC3)c1
 : -1.2	-2	-7	2	5	-0.2	-2	1	1.4	-5
O=C(Nc1ncc([N+](=O)[O-])s1)c1ccco1
 : 1.1	-3	-3	1	1	nt	-1	-21	0.5	-6
CCN(CC)c1ncnc2c1ncn2[C@H]1CN(Cc2cc(OC)c(OC)c(OC)c2)C[C@@H](CO)O1
 : nt	-1	nt	nt	nt	i	nt	nt	0.1	15
O=C(Nc1cc(S(=O)(=O)N2CCOCC2)ccc1N1CCOCC1)c1ccc(Cl)nc1
 : -0.9	0	-1	-12	2	-0.5	-1	19	0.4	2
Cc1[nH]n(-c2ccc(C(=O)O)cc2)c(=O)c1CCO
 : -0.2	-5	nt	4	-2	-0.5	0	6	-0.1	-5
O=C(NCC(c1cccs1)N1CCOCC1)c1cc(-c2ccc(F)cc2)nc2ccccc12 (stereo unspecified)
 : 2.1	-3	1	-4	-3	-0.2	3	3	0.1	-8
CN(C)S(=O)(=O)N(CC(=O)Nc1cccc(F)c1)c1ccccc1
 : 0.8	1	4	3	-1	-0.2	-16	-28	nt	-1
CCOC(=O)C1(c2ccccc2)CCN(CC(=O)Nc2ccc(C)cc2)CC1
 : -1.2	-2	1	-8	3	i	1	5	0.4	40

Later entries.
Every second line gives: PfHsp40 rescue	Anthrax LF prot	Rv3671c protease	MazF activator	3CLpro inhibitor	Vc quorum ag	PriA SSB inh	VHR inh abs	TcdB inh	Yp Topo-I inh
NC(=O)N/N=C/c1coc2ccc(O)cc2c1=O
 : 2.7	-5	2	7	-1	-0.5	i	10	0.9	-12
COC(=O)Nc1cc(C)nc2ccccc12
 : -0.3	-3	-3	-3	-6	i	-5	-1	nt	-5
C/C(=N\NC(=O)c1ccc(CSc2nncn2C)cc1)c1cccs1
 : -1.6	0	10	7	1	-0.4	nt	14	-0.3	3
C=CCSc1nnc(-c2ccc([N+](=O)[O-])cc2)o1
 : -0.5	-3	-17	7	3	0.2	13	18	-0.5	-4
N#Cc1cc(S(=O)(=O)c2ccc(Cl)cc2)c(N)[nH]c1=O
 : -0.9	-3	3	-1	5	i	-7	10	-2.0	-1
COc1ccc(CCNC(=O)c2ccccc2SC)cc1
 : 1.4	-1	-7	9	1	-1.4	-12	11	-0.2	4
CC(C)(C)n1nnnc1C(c1cc2cc3c(cc2[nH]c1=O)OCCO3)N1CCSCC1 (stereo unspecified)
 : -0.1	-5	-2	4	-5	1.6	-10	20	nt	1
Cc1cccc(C(=O)Oc2ccc(/C=N/NC(=O)c3ccc(O)cc3)cc2)c1
 : 0.6	2	nt	4	-1	0.6	nt	11	1.2	4
Clc1ccc(-c2nnc(-c3ccc(Br)cc3)c(N3CCSCC3)n2)cc1
 : 0.3	6	-3	-4	-2	-1.5	0	27	nt	8
COC(=O)c1ccc(NC(C(=O)OC)C(C)C)c([N+](=O)[O-])c1 (stereo unspecified)
 : 50*	-2	-10	-5	-5	-0.6	17	10	nt	-2
Cc1ccccc1-c1nn(-c2ccc(F)cc2F)cc1CNCC(C)O (stereo unspecified)
 : -1.2	-1	4	7	4	-0.4	4	21	0.8	-7
